Autophagy mod: modulators of autophagy | 190,000 compounds, 0.98% hits | MEF GFP-LC3 puncta imaging; test concentration mostly 10 µM | calls only at 10 µM (by protocol) | AID 463193;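 active means percentage of spot-positive cells more than 3 SD above its plate mean, without a fluorescence outlier flag or 80% toxicity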;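 further: spot-positive cell cutoff set from DMSO-treated cells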
XIAP displacement: small molecules displacing peptide from XIAP – biochemical, IAP family, fluorescence polarization (AID 1018); XIAP BIR domain, fluorescence polarization peptide displacement; higher % means a stronger effect; displacement, % at 20 µM, or IC50 in µM where a hit was titrated; 200,000 compounds, 0.007% hits; in the data active means displacement above about 50%; further: a part of the inactive calls stands beside numbers as strong as those of hits
Insulin prom up: MIN6 insulin promoter up-regulation. MIN6 insulin promoter-GFP reporter, high-content imaging; hits give high values. z-score at 5 µM. 190,000 compounds, 0.3% hits. AID 1625;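 active means z-score above 3 at 5 µM with at least 500 cells counted in the well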
b-catenin transl: beta-catenin nuclear translocation modulation; HeLa beta-catenin nuclear translocation, immunofluorescence imaging; nuclear translocation activity, % at 5 µM; 190,000 compounds, 0.3% hits; AID 1665;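 active means nuclear translocation activity above 50% at 5 µM, with a well cell count of 50 or more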;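 further: per-cell ratio of nuclear to cytoplasmic median beta-catenin stain intensity; plate controls were DMSO negative control for no effect and GSK-3 inhibitor IX positive control for full effect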
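Signal – beta-catenin immunofluorescence imaging with DAPI · Test system – human HeLa cell line · Dosing – 5 µM primary single dose, 0.1% DMSO, 0.02–20 µM confirmation series · Measure – % activation, nuclear-to-cytoplasmic median beta-catenin signal ratio per cell · Incubation – 24 h compound exposure at 37°C, 5% CO2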
Hep lipid drop: hepatic lipid droplet formation modulation; inhibition, % at 6.5 µM; 240,000 compounds, 0.4% hits; AML12 mouse hepatocytes, oleate lipid droplets, BODIPY imaging;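 active means lipid droplet intensity inhibited by at least 50%, with more than 500 cells counted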
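System: AML12 hepatocytes (mouse). Probe or stimulus: oleic acid at 100 µM to induce lipid droplet formation. Times: overnight treatment with compound plus oleate. Detection: Image-based BODIPY and DAPI two-channel analysis. Evaluation: percent inhibition of filter-corrected integrated lipid droplet intensity per well.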
CSM14.1 death rescue: rescue of cells from ER stress-induced death, primary screen, 384-well, CSM14.1, thapsigargin, ATP luminescence (AID 1222); cellular ATP content (survival), % at 20 µM, or EC50 in µM where a hit was titrated; 190,000 tested, under 10 active; CSM14.1 thapsigargin-induced death rescue, ATP luminescence; higher % means a stronger effect;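 active means EC50 below 50 µM in the dose-response confirmation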;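 further: death triggered by thapsigargin at about 15 µM added after 2 h compound pretreatment; cell ATP read after overnight thapsigargin exposure of roughly 18 to 22 hours; normalized against plate controls of thapsigargin alone and 5% DMSO vehicle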
Dynein transport: blocks dynein driven cargo transport along microtubules. z-score, hits read low. 220,000 compounds, 0.47% hits. 3617.4 mouse cells, GR-EGFP nuclear translocation imaging; test concentration mostly 20 µM; stimulated with dexamethasone, 1 µM; hits give low values;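 active means plate z-score of nuclear minus cytoplasmic receptor signal below a set negative limit, without overly bright fluorescence or cell loss, cut at about -3.5 in these data, passing the limit was not always enough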;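 further: z-score of nuclear minus cytoplasmic ring GR-EGFP intensity difference per well; some compounds called inactive have numbers as strong as hits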
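Also added: dexamethasone, 1.0 µM final. Medium: tet-free, stripped-serum medium. Detection: fixed, Hoechst-stained cells imaged at 10x for EGFP. Read-out: nuclear-to-cytoplasmic GR-EGFP distribution per well. Times: induction 48 h, compound 1 h, agonist 30 min.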
MT stabilize HCS: stabilizes microtubules in HeLa cells | 200,000 compounds, 0.83% hits | % tubulin-high responders, % at 10 µM | HeLa tubulin immunostaining HCS, 24 h; share of cells brighter than vehicle mean+2SD;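 active means plate Z-score above 3 for both tubulin-high and condensed-nucleus cell shares, with cell loss under 80%, at 10 µM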;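 further: anti alpha tubulin signal scored within the nucleus-defined area of each cell; some results filed as inactive read as strong as hits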
WT yeast gro inh: growth inhibition of WT yeast, mitochondrial fusion screen; mitochondrial fusion phenotypic screen, WT strain; AID 1362; inhibition, % at 10 µM; 190,000 compounds, 2.1% hits; in the data active means inhibition above about 58%; tested in S. cerevisiae
WT yeast gro inh mutant strain: recorded beside WT yeast gro inh, whose call it bears; inhibition, %; mitochondrial fusion phenotypic screen, mutant strain inhibition
Dynein transport cytoplasmic EGFP: recorded beside Dynein transport, whose call it bears; z-score; measured here: cytoplasmic GR-EGFP intensity; hits give high values
Dynein transport nuclear GR-EGFP: further read-out of Dynein transport, marked with its call; z-score; measured here: nuclear GR-EGFP intensity;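 lower value marks the stronger effect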
Dynein transport cell count: second read-out of Dynein transport, no call of its own (marks repeat the call); z-score; measured here: cell count per field
Insulin prom up cell count: also measured in Insulin prom up; calls as there; cell count; measured here: cytotoxicity, nuclei count;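 total cells summed across four imaged fields per well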
Hep lipid drop cells 6.5 µM: recorded beside Hep lipid drop, whose call it bears; cell count; measured here: cell count, cytotoxicity flag;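 cells counted across two imaged fields per well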
b-catenin transl cell count 5 µM: second read-out of b-catenin transl, no call of its own (marks repeat the call); cell count; measured here: cell count, cytotoxicity flag
MT stabilize HCS Hoechst-high %: recorded beside MT stabilize HCS, whose call it bears; % Hoechst-high responders; measured here: nuclear condensation Hoechst responders;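 share of cells brighter than vehicle mean plus two SD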
MT stabilize HCS cytotoxicity %: recorded beside MT stabilize HCS, whose call it bears; toxicity, %; measured here: cytotoxicity by cell density;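 0% = mean cell density of plate MIN control wells and 100% = no cells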
Autophagy mod cell loss 18 h: second read-out of Autophagy mod, no call of its own (marks repeat the call); toxicity, %; measured here: cell loss, nuclei count;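 cell loss after 18 h compound exposure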
* hit, by the source's call; i = inactive; · = not tested or not shown; + = active, no number.

SMILES	Autophagy mod	Autophagy mod cell loss 18 h	XIAP displacement	Insulin prom up	Insulin prom up cell count	b-catenin transl	b-catenin transl cell count 5 µM	Hep lipid drop	Hep lipid drop cells 6.5 µM	CSM14.1 death rescue	Dynein transport	Dynein transport cytoplasmic EGFP	Dynein transport nuclear GR-EGFP	Dynein transport cell count	MT stabilize HCS	MT stabilize HCS Hoechst-high %	MT stabilize HCS cytotoxicity %	WT yeast gro inh	WT yeast gro inh mutant strain
O=S(=O)(c1ccccc1)c1nc(-c2ccccc2)oc1NCc1cccnc1	i	-2	-7.0%	0.38	1020	0.9	691	·	·	-0.6%	-0.29	-0.19	0.22	0.42	2.5	2.6	4.2	-2	-6
O=C(COC(=O)c1ccccn1)Nc1ccc2c(c1)OCO2	i	13	-6.7%	-0.01	1428	0.3	1512	10	759	1.0%	-0.041	-0.037	0.22	-0.44	3.9	2.3	5.2	10	7
Cc1nc(C)c(Oc2ccc(Cl)cc2Cl)c(=O)[nH]1	·	·	·	0.09	1479	-4.8	1184	5	749	·	0.92	-0.22	0.4	-0.94	·	·	·	·	·
O=C(Nc1ccc2c(c1)OCO2)C(c1ccc(Cl)cc1)N1CCC2(CC1)OCCO2 (stereo not drawn)	i	6	-2.6%	0.01	1325	-0.7	821	·	·	-1.9%	-0.4	-0.29	-0.038	-0.12	4.7	3.9	5.6	-9	4
COc1ccc2[nH]c(=O)c(CN(CCCN(C)C)C(=O)Nc3ccc(F)cc3)cc2c1	i	-11	-5.2%	0.34	958	1.2	678	·	·	-1.2%	-0.83	-0.29	-0.38	0.69	5.2	5.4	4.9	3	1
O=C(Nc1ccc(NC(=O)C2CC2)nc1)c1cccnc1	i	10	-11%	1.6	1571	-6.1	728	·	·	-2.7%	-0.61	-0.17	-0.09	0.41	1.5	3.0	8.4	-25	-40
CCOC(=O)CCCNC(=O)COC(=O)c1cc(Br)c(Br)s1	i	-3	-13%	-0.1	1266	0.8	1100	26	696	·	0.075	-0.32	0.31	-0.33	4.3	3.0	5.6	-21	10
Cc1ccc(S(=O)(=O)N2CCC(=O)N(CCOC(=O)Nc3cccc(Cl)c3)CC2)cc1	i	-4	-6.3%	-0.54	1180	·	·	-28	685	-0.6%	0.9	-0.15	0.75	-1.3	2.7	2.2	9.9	0	-11
COC(=O)c1[nH]c2cccc(OC)c2c1NC(=O)CN(C)CC1OCCO1	i	-3	-3.8%	1.7	1559	-0.8	1409	·	·	1.4%	1.5	-0.18	-0.48	-0.56	2.5	1.3	6.3	-3	9
COc1ccc(OC)c(C(=O)CSc2nc3c(c(=O)n(C)c(=O)n3C)n2C(C)C)c1	i	0	-5.7%	-1	1313	0.5	1138	·	·	4.9%	-0.18	-0.056	0.37	-0.34	6.7	2.9	1.0	-24	15
COc1cccc(/C=N/n2nnnc2N)c1OCc1ccccc1Cl	i	6	-2.6%	·	·	7.1	417	1	764	-0.6%	-0.11	-0.29	0.042	0.42	3.6	1.7	2.8	-10	10
COc1ccc(/C=C/c2nc(-c3ccccc3O)n[nH]2)cc1	i	-13	-1.6%	0.31	1374	-0.8	912	-6	671	-1.8%	-0.13	-0.29	-0.29	0.18	0.7	3.4	7.3	53	49
CCOc1ccc(C2CC(c3ccccc3C)n3nc(N)nc3N2)cc1 (stereo not drawn)	·	·	-6.3%	-1.1	1412	2.7	1090	26	648	·	-0.33	-0.29	-0.11	0.53	6.0	2.6	8.2	14	1
CCS(=O)(=O)NCCc1cc2cc(C)c(C)cc2[nH]c1=O	i	8	-3.5%	-0.09	1630	1.0	1329	·	·	-3.4%	-0.36	-0.086	0.022	-0.36	5.2	4.1	7.1	30	4
CCn1cnc2cc(NCc3ccncc3)ccc21	i	-2	-1.7%	0.91	1195	-2.3	1185	-1	750	-0.1%	0.66	-0.25	0.34	-0.079	3.2	1.7	2.3	-4	-13
O=C(Nc1ccccc1N1CCN(C(=O)c2ccc(Cl)cc2)CC1)c1cc2ccccc2o1	i	1	-0.1%	-0.64	1096	·	·	34	677	·	0.4	-0.086	0.4	1	2.0	1.8	12	28	20
Cc1cc(N2CCN(S(=O)(=O)c3ccc4ccccc4c3)CC2)n2ncnc2n1	+	12*	-8.5%	-0.08	1447	0.1	1075	0	763	0.7%	-0.041	-0.35	0.28	0.36	·	·	·	0	-15
Cc1ccc(NC(=S)N2CCC(c3nc4ccccc4s3)CC2)cc1	i	3	-5.3%	0.65	1663	2.1	998	0	695	-1.4%	·	·	·	·	1.2	1.4	11	10	8
Cc1c(NC(=O)Cc2ccccc2)cccc1C(=O)NN1C(=O)c2ccccc2C1=O	i	14	-6.1%	-0.09	1466	-4.2	1150	2	673	-1.0%	0.93	-0.28	0.42	-0.36	4.0	1.8	8.5	-8	-1
CCOC(=O)N1CCN(C(=O)Cn2nc(-c3ccc(Cl)cc3)ccc2=O)CC1	i	9	-1.8%	-0.46	911	3.3	1317	·	·	1.6%	-0.29	-0.23	-0.23	0.54	2.7	1.3	5.9	-7	-1
CCOc1ccc(CCNC(=O)CCc2nc(-c3ccc(OC)cc3)no2)cc1OCC	i	5	-1.3%	0.06	895	4.7	1010	69*	737*	-4.5%	0.72	0.25	0.76	-0.28	1.9	1.3	9.8	3	0
Cc1cccc(-c2cc3nc4c(c(N5CCOCC5)n3n2)CCCC4)c1	i	-1	-7.5%	-0.43	1254	-0.3	1102	-4	617	·	-0.52	-0.12	0.21	-0.33	1.9	2.5	28	69*	65*
CC1(C)Cc2nc(NCCN3CCOCC3)c(C#N)cc2CO1	i	1	2.6%	0.29	1319	-11	1096	·	·	-2.1%	-0.053	-0.2	0.34	0.19	2.7	1.4	7.5	-11	10
CCOC(=O)c1ccc(NC(=O)CCOc2ccc(OC)cc2)cc1	i	-8	-2.3%	0.43	866	·	·	12	754	-1.3%	-0.5	-0.079	0.047	0.52	1.1	1.3	6.0	8	3
CCNC(=O)C1CN(S(=O)(=O)c2ccccc2)CCN1S(=O)(=O)c1ccccc1 (stereo not drawn)	i	-5	-5.2%	-0.18	1201	-1.6	938	·	·	1.9%	-0.98	-0.18	-0.14	0.55	6.6	2.6	6.2	-11	-5
O=C(O)c1ccccc1C(=O)N1CCc2c([nH]c3ccccc23)C1C(F)(F)F (stereo not drawn)	·	·	·	-0.35	1503	0.3	1035	4	694	·	0.83	-0.22	0.17	-0.57	·	·	·	·	·
O=C(Nc1ccncc1)c1ccc(F)cc1	i	1	-2.4%	2.4	592	·	·	-1	768	0.4%	0.91	0.39	0.97	-0.89	1.0	0.9	4.8	-7	9
CC(C)=CCN1CCN(Cc2ccc(C#CC(C)(C)O)s2)CC1CCO (stereo not drawn)	i	1	-6.7%	0.23	1379	1.9	1063	19	768	-1.0%	-0.22	-0.18	-0.18	0.28	3.4	3.4	6.9	-7	-4
CC(=O)C1=C(C)NC(SCC(=O)c2ccccc2)=C(C#N)C1CC(C)C (stereo not drawn)	i	8	-5.6%	0.37	996	-3.4	1097	0	713	0.8%	-0.94	0.5	-0.19	0.49	4.6	2.8	6.4	12	-48
CCOC(=O)c1cc(-c2ccccc2)sc1NC(=O)c1cc(OC)c(OC)c(OC)c1	i	1	-8.1%	-0.08	1174	-1.1	880	-16	693	-2.4%	-0.28	0.21	0.16	-1.1	1.4	13	4.3	-7	3
CCn1cc(C2=NC(c3ccccc3)CO2)c2ccccc21 (stereo not drawn)	i	21	-0.9%	0.1	1153	-0.7	504	-29	737	-2.8%	0.37	-0.29	0.97	-0.0054	5.4	1.9	6.4	34	34
CCc1ccc(NC(=S)N2CCNC(=O)C2CC(=O)OC)cc1 (stereo not drawn)	i	8	-8.9%	-0.33	1480	-5.7	1153	3	697	-2.0%	0.46	-0.33	0.26	0.75	2.1	1.6	8.6	-3	7
NC1=NCC(O)=C1c1nc2ccccc2[nH]1	i	0	-3.6%	-0.05	1232	1.6	1068	31	711	-0.2%	0.55	-0.34	0.78	0.31	3.4	3.8	5.6	-2	-3
CN(C)c1nc(N)nc(CSc2n[nH]c(-c3ccccc3)n2)n1	i	-5	2.3%	0.26	1372	3.4	1112	8	799	3.1%	-0.12	-0.15	-0.054	0.21	3.2	2.3	1.7	4	9

Two of the compounds above, as a markdown table:
| Compound | Autophagy mod | Autophagy mod cell loss 18 h | XIAP displacement | Insulin prom up | Insulin prom up cell count | b-catenin transl | b-catenin transl cell count 5 µM | Hep lipid drop | Hep lipid drop cells 6.5 µM | CSM14.1 death rescue | Dynein transport | Dynein transport cytoplasmic EGFP | Dynein transport nuclear GR-EGFP | Dynein transport cell count | MT stabilize HCS | MT stabilize HCS Hoechst-high % | MT stabilize HCS cytotoxicity % | WT yeast gro inh | WT yeast gro inh mutant strain |
| --- | --- | --- | --- | --- | --- | --- | --- | --- | --- | --- | --- | --- | --- | --- | --- | --- | --- | --- | --- |
| Cc1cccc(-c2cc3nc4c(c(N5CCOCC5)n3n2)CCCC4)c1 | i | -1 | -7.5% | -0.43 | 1254 | -0.3 | 1102 | -4 | 617 | · | -0.52 | -0.12 | 0.21 | -0.33 | 1.9 | 2.5 | 28 | 69* | 65* |
| O=C(O)c1ccccc1C(=O)N1CCc2c([nH]c3ccccc23)C1C(F)(F)F (stereo not drawn) | · | · | · | -0.35 | 1503 | 0.3 | 1035 | 4 | 694 | · | 0.83 | -0.22 | 0.17 | -0.57 | · | · | · | · | · |
